influenza NS1A: NS1A inhibition, H1N1 influenza, cell based functional assay (AID 504329); NS1A functional cell-based assay, percent inhibition; higher % means a stronger effect; inhibition, % at 12.5 µM, or IC50 in µM where a hit was titrated; 340,000 tested, 0.3% active; in the data active = a potency from the dose series; inconclusive = inhibition above about 27% without an active follow-up result; also: strong numbers were not always called active
Salmonella PhoP GFP: Inhibition of PhoP regulon, Salmonella typhi GFP reporter cells, confirmation, 4 h (AID 1850) | Salmonella Typhi PhoP-promoter GFP reporter, fluorescence, 4 h; higher % means a stronger effect | one-dose inhibition, % at 50 µM; IC50 in µM for titrated hits | 310,000 tested, 0.33% active; in the data active = a potency from the dose series; inconclusive = inhibition mostly from about 25% at the one dose, without a potency; inactive = the rest, 99 in 100 with inhibition below about 19%;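 also: 0% = induced wells with vehicle and 100% = uninduced wells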
M. tuberculosis HTS: M. tuberculosis growth inhibition, HTS (AID 449762); M. tuberculosis H37Rv growth inhibition, 7H9 media; higher % means a stronger effect; one-dose inhibition, % at 25 µM; IC50 in µM for titrated hits; 330,000 tested, 0.59% active; in the data active = a potency from the dose series; inconclusive = inhibition above about 70% without an active follow-up result;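 also: bacterial growth assessed after seven days of incubation; strong numbers were not always called active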
inhibitors of VEEV: inhibitors of VEEV TC-83 cytopathic effect, confirmation, Vero cells (AID 588727). Vero cells, VEEV TC-83 cytopathic effect inhibition; higher % means a stronger effect. 350,000 tested, 0.13% active. inhibition, % at 20 µM; hits with a dose series show IC50 in µM; in the data active = a potency from the dose series; inconclusive = inhibition mostly from about 14% at the one dose, without a potency; inactive = the rest, 99 in 100 with inhibition below about 12%; also: strong numbers were not always called active
tuberculosis growth: growth inhibition of non-replicating M. tuberculosis (AID 488890) | Mycobacterium tuberculosis non-replicating, growth inhibition; higher % means a stronger effect | inhibition, % at 25 µM; hits with a dose series show IC50 in µM | 320,000 tested, 0.39% active; in the data active = a potency from the dose series; inconclusive = inhibition mostly from about 82% at the one dose, without a potency; inactive = the rest, 99 in 100 with inhibition below about 76%;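 also: plate controls were DMSO cells for no effect and high antibiotic wells for full effect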
inhibitors of VEEV 10K pilot screen: further read-out of inhibitors of VEEV, marked with its call; inhibition, %; measured here: 10K pilot screen inhibition
Starred values were filed as active, the others as inactive; i = inactive; ? = inconclusive; . = no result given; & = joins results of further samples.

SMILES	influenza NS1A	Salmonella PhoP GFP	M. tuberculosis HTS	inhibitors of VEEV	tuberculosis growth	others
O=[N+]([O-])c1ccccc1C=NN1CCCCCC1	18%	.	.	6.5%	.
CCCN1C2CCCC1CC(NC(=O)c1ccccc1)C2 (stereo not given)	13%	-5%	-11%	i	-4%	inhibitors of VEEV 10K pilot screen=3.8
O=C(CN1C(=O)C(=O)c2ccccc21)NC1CCCCC1	6%	-2%	-5%	0.6%	3%
CCN(Cc1ccccc1)C(=O)c1ccc(C)c(S(=O)(=O)N2CCCCC2)c1	-10%	.	-5%	i	28%
Cn1cnnc1SCC(=O)NC1CC1	51%	.	8%	2.0%	-6%
Cc1cc(C)n2nc(SCC(=O)NCc3ccco3)nc2n1	-3%	-11%	-3%	3.8%	-2%
Cc1nccn1CC(=O)c1ccc(O)c(O)c1	-2%	.	-10%	1.6%	-17%
CCC(C)c1ccc(S(=O)(=O)N2CCN(CC(O)COCC3CCCO3)CC2)cc1 (stereo not given)	-2%	.	.	0.6%	.
COc1ccc(C)cc1NS(=O)(=O)c1cccc2nonc12	8%	-7%	-4%	0.8%	4%
CC(C)CCn1cnc2c([nH]c3cccc(Cl)c32)c1=O	-9%	-1%	-8%	1.9%	-5%
CC(C)C[C@H]1CN=C(Nc2ccccc2)N1CC(C)C	5%	0%	-2%	0.2%	7%	inhibitors of VEEV 10K pilot screen=0.5
Oc1ccccc1C1CC(c2cccs2)=NC(c2ccc(Cl)cc2)N1 (stereo not given)	-3%	10%	?	5.3%	73%
COc1ccc2oc(C(=O)CCC(=O)O)c(N)c2c1	-3%	-2%	-8%	0.4%	18%
CN(C(=O)Cc1ccccc1)n1cnnc1	4%	5%	-3%	2.2%	-1%
CCCCNC(=O)N1CCN(Cc2ccc(F)cc2)CC1	6%	-10%	0%	0.2%	78%
O=C(CCc1nnc(CCCCc2ccccc2)o1)N1CCCCC1CCO (stereo not given)	-1%	-9%	0%	0.5%	-6%
CC(C)(C)c1ccccc1NC(=O)c1ccco1	-3%	1%	-3%	0.4%	23%
COc1cc2cc(CN(CCc3cccc(C)c3)C(=S)NCCCN(C)C)c(=O)[nH]c2cc1OC	5%	-4%	-2%	1.3%	48%
COC(=O)CSC1=C(C#N)C(c2ccc(C(C)C)cc2)CC(=O)N1 (stereo not given)	5%	0%	-5%	1.3%	.
O=C(c1ccc(S(=O)(=O)N2CCOCC2)cc1)N1CCN(C2=NS(=O)(=O)c3ccccc32)CC1	3%	-9%	3%	1.6%	-3%
COc1ccc(NC(=O)c2ccc3ncsc3c2)c2ccccc12	-2%	-2%	?	?	28%
CCOC(=O)C(/C(C)=N/NC(=O)c1ccccc1[N+](=O)[O-])C(C)C (stereo not given)	5%	-5%	.	1.2%	.
CCN(CC(=O)Nc1ccc2c(c1)OCCO2)Cc1nc2cc(Cl)ccc2c(=O)[nH]1	-5%	.	?	8.1%	8%
CN1CCN(CC(=O)Nc2c(C(=O)c3ccccc3)oc3ccccc23)CC1	11%	10%	4%	0.5%	36%
CCCn1c(-c2cccc([N+](=O)[O-])c2)nc2c1c(=O)[nH]c(=O)n2Cc1ccccc1	9%	-1%	4%	3.9%	10%
COc1ccc(NC(=O)CN(c2ccc(C)cc2)S(=O)(=O)c2c(C)nn(C)c2C)cc1	0%	-1%	0%	1.0%	14%
O=C(OCCNC(=O)c1ccc2ccccc2n1)c1cccnc1	-11%	0%	-2%	0.5%	14%
Cn1c(=O)c(Nc2ccc(Cl)cc2)c2c3c(cccc31)C(=O)c1ccccc1-2	.	-62%	?	.	24%
Cc1ccccc1N(CC(=O)N/N=C/c1ccc(Cl)cc1)C(=O)c1ccccc1	14%	-3%	1%	3.8%	35%
O=C(Nc1nc(=O)c2ccccc2s1)c1ccc(Cl)cc1	-16%	1%	19%	i	-7%
CCOc1ccc(OCCCCOc2ccccc2C(C)=O)cc1	3%	-1%	29%	0.5%	?
CCOc1ccc2c(=O)c(-c3ccc4c(c3)OCCCO4)c(C)oc2c1	-7%	-7%	1%	0.8%	4%
COc1cc(N/C=C2\CC(=O)NC(C)=C2C#N)cc(OC)c1OC	4%	4%	5%	0.6%	-10%	inhibitors of VEEV 10K pilot screen=4.7
COC(=O)C1=C(c2cccc(OCc3ccccc3)c2)C[C@@H]2CC[C@H]1N2C(=O)NCCOc1ccc(OC)cc1	-3%	.	12%	i	27%	inhibitors of VEEV 10K pilot screen=0.6
COc1cccc(NC(=S)N2CCC(NC(=O)C3CCCCC3)CC2)c1	-5%	0%	2%	0.6%	-3%
Cc1cccc(-n2c(SCC(=O)N(C)C3CCS(=O)(=O)C3)nc3ccccc3c2=O)c1C (stereo not given)	-7%	-4%	0%	8.0%	3%
CCOc1ccccc1N(CC(=O)N1CCOCC1)S(=O)(=O)c1ccccc1	1%	12%	3%	i	5%
CCOC(=O)C1(CCc2ccccc2)CCN(C2CCSCC2)CC1	-1%	7%	0%	0.6%	29%
S=C(Nc1ccc2c(c1)OCO2)Nc1ccccc1Cl	-5%	3%	2%	2.9%	76%
CN(C)CCOC(=O)C12CC3CC(CC(C3)C1)C2	-2%	4%	4%	i	0%
Cc1cc(=O)cc(C)n1-c1ccccc1N	-4%	-1%	-3%	0.6%	10%
O=C1C(Cl)=C(Nc2ccccc2O)C(=O)N1CCc1ccccc1	9%	-11%	64%	12%	?
CC1Cc2nc(SCC(=O)Nc3nccs3)n(Cc3ccccc3)c(=O)c2S1 (stereo not given)	7%	.	-8%	1.8%	.
Nc1ccn([C@@H]2O[C@H](CO)[C@@H](O)[C@H]2O)c(=O)n1	2%	.	.	1.0%	.
CC(=O)N1Cc2ccccc2C(C)CC12CCCC2 (stereo not given)	18%	-2%	-3%	i	11%
Cc1onc(-c2c(F)cccc2Cl)c1C(=O)OCC(=O)Nc1cccc(S(=O)(=O)N(C)C)c1	3%	.	.	6.6%	.
CC(C)C(=O)Nc1nnc(SCC(=O)NCc2ccc3c(c2)OCO3)s1	6%	4%	-2%	0.8%	-8%
CC(=O)c1ccc(NC(=O)c2ccc(C)c(S(=O)(=O)N3CCOCC3)c2)cc1	-7%	9%	-1%	0.6%	-9%
CC(=O)NC(Cc1ccccc1)C(=O)OCC(=O)c1ccc(Cl)cc1 (stereo not given)	-5%	1%	4%	0.3%	22%
O=C(COC(=O)C12CC3CC(CC(Br)(C3)C1)C2)Nc1cccnc1Cl	-13%	-34%	-4%	i	9%
O=C(NCC1CCCO1)c1ccccn1 (stereo not given)	-3%	7%	-2%	0.2%	0%
O=C1COc2ccc(C(=O)COC(=O)CNC(=O)c3ccccc3)cc2N1	-5%	1%	35%	0.3%	-9%
CN(C)S(=O)(=O)c1cccc(NC(=O)CCc2nc3cc(S(=O)(=O)N4CCOCC4)ccc3n2C)c1	2%	1%	8%	9.8%	8%
COc1cc(NC(=O)Cc2ccccc2)ccc1NC(=O)Cc1ccccc1	-3%	-4%	5%	1.6%	-6%
COc1cc(/C=N/NC(=O)c2cc(C34CC5CC(CC(C5)C3)C4)[nH]n2)ccc1O	5%	3%	2%	7.2%	8%
O=C(CN1C2CCCC1CC(NC(=O)C1CCCCC1)C2)Nc1ccccc1 (stereo not given)	2%	5%	-3%	3.4%	11%
Cc1sc(NC(=O)C2CCCCC2C(=O)O)c(C(N)=O)c1C (stereo not given)	8%	-3%	-5%	i	5%
Brc1ccc(-c2csc(-c3c[nH]c4ccccc34)n2)cc1	6%	7%	20%	i	53%
Cc1ccc(NC(=O)c2ccco2)c(NC(=O)Cc2cccs2)c1	5%	-9%	2%	1.1%	-2%
CCCCn1c(N)c(N(CC)C(=O)c2cc(S(=O)(=O)N3CCCCCC3)ccc2OC)c(=O)[nH]c1=O	-6%	3%	-9%	1.0%	17%

Next part.
SMILES	influenza NS1A	Salmonella PhoP GFP	M. tuberculosis HTS	inhibitors of VEEV	tuberculosis growth	others
CCNc1c(NS(=O)(=O)c2ccc(OC)c(Cl)c2)c(=O)oc2ccccc12	2%	3%	9%	0.8%	1%
CCOCCCn1c(=NC(C)=O)c(C(=O)OCC)cc2c(=O)n3ccccc3nc21	1%&4%	-7%	-5%	7.2%&3.7%	-1%
O=C(COC(=O)CN1C(=O)C2CCCCC2C1=O)Nc1cc(S(=O)(=O)N2CCOCC2)ccc1Cl (stereo not given)	5%	4%	-8%	0.6%	-6%
COc1ccccc1/C=N/N1C(=O)C2C3C=CC(CC3)C2C1=O (stereo not given)	5%	3%	0%	3.5%	21%
O=C(NNC(=O)C1CC(=O)N(Cc2ccccc2)C1)c1ccc(Br)cc1 (stereo not given)	-3%	-12%	-6%	1.3%	-15%
CN(C)C=NC(=O)c1ccc([N+](=O)[O-])c(CS(=O)(=O)c2ccc(Cl)cc2)c1	3%	-7%	2%	5.7%	9%
Cc1nc2ccccc2c(=O)n1NC(=O)CCC(=O)O	-17%	2%	3%	0.4%	-19%
Cc1cccc(N2CCN(C(=O)c3ccc(Cl)c(S(=O)(=O)NCc4ccco4)c3)CC2)c1C	4%	8%	3%	11%	28%
Cc1ccc(S(=O)(=O)NCc2ccc(C(=O)NC3CCC(C)CC3)cc2)cc1 (stereo not given)	-8%	2%	6%	4.5%	15%
O=C(NN=Cc1ccc(N2CCOCC2)s1)c1ccc([N+](=O)[O-])cc1	2%	.	12%	2.7%	.
COc1ccccc1C(=O)NCCCn1cc(Br)c(C)n1	-11%	-1%	-14%	1.9%	18%
Cc1ccc(-c2nc(SCC(=O)NCCN3C(=O)CSC3=O)[nH]c2-c2ccc(C)cc2)cc1	.	-2%	3%	.	23%
COc1ccc(C(=O)NCCC2=CCCCC2)cc1	-1%	-2%	1%	0.8%	.
COc1ccc(CCNC(=O)c2cc3c(=O)n4ccccc4nc3n(CCCN3CCOCC3)c2=N)cc1OC	-3%	-19%	6%	1.8%	31%
COc1cccc(-n2c(SCC(=O)NCCc3ccccc3)nnc2-c2ccoc2C)c1	-3%	14%	1%	2.7%	23%
O=C(O)c1ccc(NC(=O)c2cccs2)cc1	6%	-6%	4%	1.8%	2%
COc1ccc(N=Nc2c(C)n[nH]c2C)cc1	2%	7%	-5%	1.8%	-6%
CC(C)CN1C(=O)C(=O)N(CC(=O)c2ccc[nH]2)C1=O	1%	2%	3%	0.1%	19%
Cc1ccc(OCCN2CCCCCC2)c(C)c1	5%	-1%	-2%	1.5%	37%
CCC(=O)Nc1ccc(N2CCCCC2)cc1	4%	0%	8%	0.1%	10%
Cc1ccc(S(=O)(=O)NCC23C=CC(O2)C2C(=O)N(c4ccccc4)C(=O)C23)cc1 (stereo not given)	-16%	-6%	7%	4.4%	6%
CC(=O)N[C@@H](Cc1c[nH]c2ccccc12)C(=O)OCc1ccc(C#N)cc1	-10%	-24%	-3%	0.0%	.
CNC(=O)CN1C(=O)CSc2ncccc21	4%	-9%	-4%	0.2%	1%
CCC(=O)N1CCN(c2ccccc2NC(=O)c2cccs2)CC1	26%	-5%	-14%	0.5%	-10%
O=C(COC(=O)CNC(=O)c1ccc([N+](=O)[O-])o1)Nc1ncc(C(F)(F)F)cc1Cl	-7%	.	5%	i	21%
COc1cccc2c(SCC(=O)N/N=C/c3ccccc3)cc(C)nc12	3%	-6%	-2%	1.7%	66%
Cc1cc(C)cc(NS(=O)(=O)c2ccc3c(c2)c(=O)n(C)c(=O)n3C)c1	-3%	-10%	-9%	6.0%	7%
Cn1c(=O)[nH]c(=O)c2c1[nH]c(=S)n2CCCc1ccccc1	0%	.	.	0.3%	.
CCCCCCOc1ccc(C(=O)n2cnc(N)n2)cc1	2%	-9%	-1%	0.8%	76%
O=C(Nc1nc(-c2ccccn2)cs1)c1ccc2c(c1)OCCO2	4%	-22%	?	11%	?

Quoted at random: 6 compounds from above.
SMILES	influenza NS1A	Salmonella PhoP GFP	M. tuberculosis HTS	inhibitors of VEEV	tuberculosis growth	others
CN(C)CCOC(=O)C12CC3CC(CC(C3)C1)C2	-2%	4%	4%	i	0%
Nc1ccn([C@@H]2O[C@H](CO)[C@@H](O)[C@H]2O)c(=O)n1	2%	.	.	1.0%	.
O=C(COC(=O)CN1C(=O)C2CCCCC2C1=O)Nc1cc(S(=O)(=O)N2CCOCC2)ccc1Cl (stereo not given)	5%	4%	-8%	0.6%	-6%
O=C(CN1C(=O)C(=O)c2ccccc21)NC1CCCCC1	6%	-2%	-5%	0.6%	3%
O=C(c1ccc(S(=O)(=O)N2CCOCC2)cc1)N1CCN(C2=NS(=O)(=O)c3ccccc32)CC1	3%	-9%	3%	1.6%	-3%
Cn1cnnc1SCC(=O)NC1CC1	51%	.	8%	2.0%	-6%

High-throughput results deposited in PubChem BioAssay by Southern Research Specialized Biocontainment Screening Center.
